# Screening results as filed in PubChem.
# All columns: NCI-60 one-dose screen, growth in % after 48 h at 10 µM unless noted; 100 = growth as untreated, 0 = no growth, -100 = all killed.
# UACC-62: UACC-62 melanoma; actives 5.4% (n = 81,000)
# HS 578T: HS 578T breast cancer; actives 4.1% (n = 78,000)
# T-47D: T-47D breast cancer | actives 5% (n = 79,000) | AID 1794792
# UACC-257: UACC-257 melanoma; actives 4.4% (n = 78,000)
# SK-MEL-28: SK-MEL-28 melanoma. actives 4.1% (n = 81,000)
# BT-549: BT-549 breast cancer; actives 4.4% (n = 78,000)
# SK-MEL-2: SK-MEL-2 melanoma | actives 4.7% (n = 77,000) | AID 1794763
# MALME-3M: MALME-3M melanoma | AID 1794766 | actives 5.8% (n = 78,000)
# Active calls of the source: *; x = not tested or not shown; [ ] = remark or other dose. How the source made its calls: active means growth percent below 10; inactive means the rest.
[1] Clc1ccc(Nc2cccc(-c3cn[nH]c3)c2)cc1
[2] O=C1c2cccnc2C(=O)c2c1c(C(=O)OCCCN1CCCCC1)c1ccccn21
[3] CCCCCCc1cn(C(C)c2ccc(OC3CCCC3)c(OC)c2)nn1 (centres undefined)
[4] S=C1CCCCCN1
[5] O=C(Nc1ccccc1)C(Cc1ccccc1)c1ccccc1 (centres undefined)
[6] CCOC1=CC(=O)CC(C)(C)C1
[7] O=C(/C=C\c1ccccc1)OCc1ccccc1
[8] CC(CC(=O)c1ccc(F)cc1)N1CCN(c2ccccc2)CC1 (centres undefined)
[9] CCOC(=O)c1c2c(c(C)n1C)-c1[nH]ncc1CC2
[10] Cc1ccc(C)n1-c1ccsc1C(=O)NNC(=O)CCl

assay / entry,1,2,3,4,5,6,7,8,9,10
HS 578T,86,-16*,103,105,106,107,149,105,x,93
UACC-62,60,-51*,72,100,76,106,103,102,75,83
MALME-3M,93,-78*,103,107,x,123,113,89,109,87
T-47D,73,24,88,100,93,109,102,86,64,x
BT-549,74,-24*,92,103,101,110,105,x,82,70
UACC-257,84,-38*,104,98,93,104,105,115,108,91
SK-MEL-28,94,-20*,118,105,123,118,99,110,126,111
SK-MEL-2,92,-47*,91,105,106,129,128,x,117,91

[11] COc1ccc(C2=NN(C(C)=O)C(c3c(C)nn(-c4ccccc4)c3N3CCOCC3)C2)cc1 (centres undefined)
[12] O=C(CN1C(=O)NC(c2ccccc2)(c2ccccc2)C1=O)c1ccc(N2CCOCC2)cc1
[13] COc1cc(/C=C2/Nc3ccc(Cl)cc3NC2=O)ccc1O
[14] CCOC(=O)c1c(C)cc2c(CO)n[nH]c(=O)c2c1C
[15] Cc1cc(NCc2ccccn2)n2ncc(-c3ccccc3)c2n1
[16] O=C(/C=C/c1ccccc1)Nc1ccccc1-c1nc2ccccc2c(=O)[nH]1
[17] O=C(O)/C=C/c1ccc([N+](=O)[O-])o1
[18] O=C(N=Nc1c(O)[nH]c2ccccc12)Nc1ccccc1Cl
[19] O=C(O)CN1CCc2c(sc3ncnc(N/N=C/c4cccc(Br)c4)c23)C1
[20] CC(=O)N(c1ccccc1)C(C(=O)c1ccccc1)c1ccccc1 (centres undefined)

assay / entry,11,12,13,14,15,16,17,18,19,20
HS 578T,97,x,96,46,103,93,113,89,98,x
UACC-62,88,94,99,77,89,88,93,79,103,90
MALME-3M,106,98,97,104,93,112,x,97,107,107
T-47D,93,100,119,96,50,83,99,42,101,95
BT-549,77,110,113,98,99,69,103,97,111,x
UACC-257,86,107,104,98,99,102,94,92,110,104
SK-MEL-28,108,105,108,109,99,98,x,105,104,102
SK-MEL-2,106,88,116,97,103,105,105,102,110,102

# Some values from the list:
# For HS 578T, no. 18 reads 89
# For UACC-257, no. 19 reads 110
# For MALME-3M, no. 20 reads 107

# (more compounds)
[21] Cc1c(C(=O)Nc2nc(-c3ccccc3)cs2)nnn1-c1ccccc1Br
[22] COc1cc2ccc(/C(C)=N/NC(N)=S)cc2cc1OC
[23] CCCCCCCCCCCCCCCC(=O)OC
[24] COc1ccc(C(F)(F)F)cc1[N+](=O)[O-]
[25] COc1ccc(/C=C/c2cc[n+](C)cc2)cc1OC
[26] Cc1ccc2c(-c3nnc(N)s3)cc(=O)oc2c1C
[27] CC(NS(C)(=O)=O)c1ccccc1 (centres undefined)
[28] COc1ccc(CC(C#N)c2cc3ccccc3[nH]2)cc1 (centres undefined)
[29] O=C1Nc2ccccc2/C1=C\c1nc(-c2ccccc2F)n2ccccc12
[30] COc1ccc(C(=O)/C=C/c2cn(-c3ccccc3)nc2-c2ccc(S(C)(=O)=O)cc2)cc1

assay / entry,21,22,23,24,25,26,27,28,29,30
HS 578T,65[50 µM],98,99,113,105,96,100,91,12,103
UACC-62,39[50 µM],82,103,101,108,95,96,75,39,74
MALME-3M,17[50 µM],104,112,102,120,104,98,89,34,86
T-47D,x,69,93,117,109,73,94,86,21,68
BT-549,36[50 µM],x,97,96,113,101,98,93,24,79
UACC-257,13[50 µM],107,98,103,90,106,96,94,46,87
SK-MEL-28,44[50 µM],120,117,121,105,102,111,95,69,92
SK-MEL-2,40[50 µM],120,111,114,102,110,100,113,-6.8*,98

# Of the compounds above, two have bromine:
[19] O=C(O)CN1CCc2c(sc3ncnc(N/N=C/c4cccc(Br)c4)c23)C1
[21] Cc1c(C(=O)Nc2nc(-c3ccccc3)cs2)nnn1-c1ccccc1Br

assay / entry,19,21
HS 578T,98,65[50 µM]
UACC-62,103,39[50 µM]
MALME-3M,107,17[50 µM]
T-47D,101,x
BT-549,111,36[50 µM]
UACC-257,110,13[50 µM]
SK-MEL-28,104,44[50 µM]
SK-MEL-2,110,40[50 µM]

# (more compounds)
[31] O=C(c1c[nH]c(=O)c(-c2ccc([N+](=O)[O-])cc2)c1)c1ccccc1O
[32] CCOC(=O)[C@H](CCc1ccccc1)N[C@H]1CCc2ccccc2N(CC(=O)O)C1=O
[33] Cc1ccc(S(=O)(=O)Oc2ccc([N+](=O)[O-])cc2)cc1
[34] COc1ccc(Cl)cc1N1CC(c2nc3ccccc3n2Cc2c(F)cccc2Cl)CC1=O (centres undefined)
[35] Cc1ccc2nc(NC(=O)Nc3cccc(Cl)c3)sc2c1
[36] COc1ccc(/C=C2\Cc3cc4c(cc3C2=O)OCO4)cc1OC
[37] c1ccc2c(c1)COC(NNC1=Nc3ccccc3CO1)=N2
[38] CCCC(=O)Oc1ccc(/C(=C(/C)Cc2ccc(OC)cc2)c2ccc(OCCCN(C)C)cc2)cc1
[39] Cc1ccc2c(c1)nc(-c1ccccc1)n2CC(=O)N=Nc1c(O)[nH]c2ccc(Cl)cc12
[40] Cc1ccc(O)c(Cc2ccc(Br)cc2)c1

assay / entry,31,32,33,34,35,36,37,38,39,40
HS 578T,81,89,116,92,116,81,101,85,-33*,100
UACC-62,81,95,86,59,91,64,103,99,-63*,90
MALME-3M,110,94,103,88,94,74,99,112,-29*,83
T-47D,88,92,98,48,99,72,110,61,-79*,98
BT-549,91,94,x,83,121,70,105,101,-72*,x
UACC-257,76,94,121,77,111,106,97,114,-28*,115
SK-MEL-28,92,103,109,111,112,104,128,110,-72*,117
SK-MEL-2,82,114,103,69,114,93,115,116,-75*,x

# 3 structures already listed, arranged by formula weight, rising.
[37] c1ccc2c(c1)COC(NNC1=Nc3ccccc3CO1)=N2
[36] COc1ccc(/C=C2\Cc3cc4c(cc3C2=O)OCO4)cc1OC
[31] O=C(c1c[nH]c(=O)c(-c2ccc([N+](=O)[O-])cc2)c1)c1ccccc1O

assay / entry,37,36,31
HS 578T,101,81,81
UACC-62,103,64,81
MALME-3M,99,74,110
T-47D,110,72,88
BT-549,105,70,91
UACC-257,97,106,76
SK-MEL-28,128,104,92
SK-MEL-2,115,93,82

# Compound profiles, as listed above. Screens in order: HS 578T | UACC-62 | MALME-3M | T-47D | BT-549 | UACC-257 | SK-MEL-28 | SK-MEL-2
# c1ccc2c(c1)COC(NNC1=Nc3ccccc3CO1)=N2 in the list: 101 | 103 | 99 | 110 | 105 | 97 | 128 | 115
# Cc1ccc2nc(NC(=O)Nc3cccc(Cl)c3)sc2c1 in the list: 116 | 91 | 94 | 99 | 121 | 111 | 112 | 114
# COc1ccc(/C=C2\Cc3cc4c(cc3C2=O)OCO4)cc1OC in the list: 81 | 64 | 74 | 72 | 70 | 106 | 104 | 93
